Ba/F3 V617F tox = lowers viability of Ba/F3 cells expressing EpoR and JAK2V617F | inhibition, % at 5.6 µM | ATP luminescence | 1.1% of 220,000 active | AID 1446;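 active = inhibition above the campaign mean plus 3 SD over all tested compounds, cut at about 24% in these data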;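 also: cytokine-independent growth of Ba/F3 cells driven by EpoR plus mutant JAK2; 0% = DMSO-treated cells and 100% = JAK inhibitor I control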
NPY-Y1 antag = blocks the human neuropeptide Y Y1 receptor | P25929 | HEK293-CNG Y1 cells, membrane potential fluorescence; NPY at EC95, then isoproterenol | inhibition, % at 3.6 µM | 1% of 200,000 active | AID 1040;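 active = inhibition above the campaign mean inhibition of all tested compounds plus 3 SD, cut at about 20% in these data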;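 also: 0% = DMSO wells given NPY plus isoproterenol and 100% = isoproterenol alone without NPY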
Target sequence (P25929 whole entry, looked up): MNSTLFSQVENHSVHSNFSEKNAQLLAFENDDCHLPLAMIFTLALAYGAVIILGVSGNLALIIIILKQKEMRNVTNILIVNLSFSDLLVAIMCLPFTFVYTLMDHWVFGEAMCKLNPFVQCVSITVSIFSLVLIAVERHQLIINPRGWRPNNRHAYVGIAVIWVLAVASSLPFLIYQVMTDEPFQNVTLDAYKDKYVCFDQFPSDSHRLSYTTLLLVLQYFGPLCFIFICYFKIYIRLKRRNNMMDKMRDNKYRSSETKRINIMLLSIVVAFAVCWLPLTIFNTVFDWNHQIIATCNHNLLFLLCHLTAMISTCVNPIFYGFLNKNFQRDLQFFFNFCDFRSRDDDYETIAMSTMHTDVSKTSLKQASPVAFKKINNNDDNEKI
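Test system: HEK293 cells co-expressing NPY Y1 receptor and cyclic-nucleotide gated channel; Also added: NPY (25 nM), isoproterenol (1 µM), Ro 20-1724 (25 µM); Compound dosing: one concentration, 3.6 µM, in 0.4% DMSO; Timing: dye 3 h, compound 60 min room temperature, stimulation 45 min; Technique: Membrane-potential fluorescent dye readout.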
NPY1 pot ag = potentiates or activates human NPY-Y1 receptor | activation, % at 3.6 µM | NPY-Y1 expressing cells, potentiator/agonist activation | 0.37% of 220,000 active | AID 1304; in the data active = activation above about 33%, passing the limit was not always enough;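 also: cells stimulated with NPY at EC10 then isoproterenol at EC100; 0% = low agonist plus stimulus and 100% = saturating agonist plus stimulus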
Runt-CBFb FRET = Runt domain-CBFb interaction inhibition | Q01196+Q13951 | Cerulean-Runt/Venus-CBFb FRET ratio 530/480, 1 h | inhibition, % at 20 µM | 0.46% of 220,000 active;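 active = inhibition over about 50% at 20 µM in the single-dose screen, limit read from the data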;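 also: 0% = DMSO wells and 100% = excess unlabeled CBFb competitor control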
Target sequence (Q01196 whole entry, looked up, the tested form may be a part): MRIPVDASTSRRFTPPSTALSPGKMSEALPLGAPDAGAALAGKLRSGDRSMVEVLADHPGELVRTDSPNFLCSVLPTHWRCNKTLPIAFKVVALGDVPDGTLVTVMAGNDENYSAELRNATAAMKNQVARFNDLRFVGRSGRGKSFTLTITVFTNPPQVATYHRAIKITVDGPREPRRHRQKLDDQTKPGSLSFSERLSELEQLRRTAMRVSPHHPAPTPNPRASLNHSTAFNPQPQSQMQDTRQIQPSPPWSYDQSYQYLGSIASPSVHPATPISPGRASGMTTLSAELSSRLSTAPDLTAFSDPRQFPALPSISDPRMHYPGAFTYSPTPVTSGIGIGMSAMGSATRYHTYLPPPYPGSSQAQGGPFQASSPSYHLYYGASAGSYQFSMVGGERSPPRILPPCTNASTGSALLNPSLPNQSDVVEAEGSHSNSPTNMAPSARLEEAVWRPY
Target sequence (Q13951 whole entry, looked up, the tested form may be a part): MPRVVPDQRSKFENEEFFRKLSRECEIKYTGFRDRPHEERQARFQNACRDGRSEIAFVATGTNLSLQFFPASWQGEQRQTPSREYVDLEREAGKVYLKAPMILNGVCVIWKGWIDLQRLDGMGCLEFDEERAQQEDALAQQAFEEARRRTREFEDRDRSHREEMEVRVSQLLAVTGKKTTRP
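test system = Cerulean-Runt domain fusion protein, energy donor | probe or stimulus = Venus-CBFb binding partner, 100 nM | incubation = two 1 h room-temperature incubations shielded from light | detection = fluorescence energy transfer, 422 nm excitation, 530/480 nm emission | measure = loss of energy transfer signal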
RBBP9 inhibitor = human RBBP9 hydrolase inhibition | recombinant RBBP9, FP-Rh probe fluorescence polarization | inhibition, % at 7.94 µM | 0.2% of 220,000 active | AID 1515;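 active = inhibition above the campaign mean of all tested compounds plus 3 SD, cut at about 14% in these data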;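 also: plate controls were DMSO wells with RBBP9 for no effect and wells lacking RBBP9 protein for full effect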
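Test system: recombinant human RBBP9. Quantity: 2.5 µM RBBP9 dispensing solution, before mixing. Detection: FP readout at 525/598 nm. Reagent: Serine-hydrolase probe FP-Rh, 375 nM pre-mixing. Measure: % inhibition. Control set: DMSO-treated enzyme wells and wells lacking RBBP9. Buffer or medium: Tris-NaCl-Pluronic buffer, pH 8.0. Times: preincubation 30 min plus labeling 45 min at 25 °C.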
S1P4 ag = human S1P4 receptor agonism | AID 1509 | activation, % at 4.98 µM | 0.35% of 220,000 active | S1P4-expressing cell line, agonist reporter assay; in the data active = activation above about 11%;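 also: 0% = DMSO vehicle and 100% = reference agonist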
NPY-Y2 PAM-ag = potentiators or agonists of human neuropeptide Y receptor Y2. P49146. cells expressing NPY-Y2, potentiator/agonist read-out. activation, % at 3.6 µM. 0.45% of 220,000 active; in the data active = activation above about 27%;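 also: cells stimulated with NPY near EC25 plus isoproterenol at EC100; 0% = vehicle plus submaximal agonist and 100% = vehicle plus saturating agonist; some results beyond the cut were filed as inactive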
S1P4 antag = human S1P4 receptor antagonism; S1P4-expressing cells, antagonist mode, reporter read-out; inhibition, % at 4.98 µM; 0.26% of 220,000 active; AID 1510; in the data active = inhibition above about 29%;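 also: 0% = wells stimulated with agonist and 100% = vehicle wells without agonist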
BaF3 tox = parental Ba/F3 viability inhibition as JAK2V617F counter-screen | inhibition, % at 5.6 µM | 1.1% of 220,000 active | CellTiter-Glo ATP luminescence | AID 1486;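 active = inhibition above a per-campaign cutoff, the mean inhibition of all tested compounds plus 3 SD, cut at about 27% in these data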;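 also: 0% = DMSO wells and 100% = JAK Inhibitor I control wells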
Numbers without * were called inactive; . = not tested or not shown. Compounds were not picked by outcome; overall some 3.6% were active at least once.

Order of values: Ba/F3 V617F tox	NPY-Y1 antag	NPY1 pot ag	Runt-CBFb FRET	RBBP9 inhibitor	S1P4 ag	NPY-Y2 PAM-ag	S1P4 antag	BaF3 tox
(1) CC(C)CNCC(=O)N1c2ccccc2Sc2ccccc21
  -0.8	0.5	-7.8	-0.8	-6.2	0.8	-8.5	-8.3	3.2
(2) Oc1ccc(-c2nc3ccc4ccccc4c3c3c2CCC3)cc1O
  62.8*	0.9	-10.9	2.1	-22.9	-0.3	-13.6	-14.8	2.5
(3) COCc1nnc(NC(=O)CCCCCN2C(=O)c3ccccc3C2=O)s1
  1.1	2.7	-25.1	1.4	1.6	2.5	-4.1	1.8	1.4
(4) CSc1ccccc1C(=O)C1CCCN(C(=O)CCc2cccnc2)C1 (configuration not stated)
  1.3	1.3	0.1	2.1	-7.3	1.1	7.2	-14.3	5.6
(5) CN(C)c1cc(Nc2ccc(O)cc2)c([N+](=O)[O-])c2nonc12
  -0.8	.	-18.7	4.7	-5.6	0.8	-43.4	1.6	-3.1
(6) CCN(CC)C(=O)c1cn(CC)c(=O)c2cc(OC)c(OC)cc12
  -0.3	0.4	9.7	1.5	2.2	-1.6	0.4	2.5	4.6
(7) COc1ccc2nc(Nc3ccccc3)sc2c1
  -1.8	-4.1	8.8	-1.6	-3.1	-0.2	8.4	-10.6	0.9
(8) COc1nc(SCC(=O)Nc2ccccc2Cl)nc(N(C)C)n1
  6.5	.	5.9	-0.7	-7.2	0.2	-34.7	10.2	-0.2
(9) CCOc1ccc(OCC)c(NC(=O)C2CCCN(S(=O)(=O)c3cnc[nH]3)C2)c1 (configuration not stated)
  -1.9	-1.0	14.5	0.7	-5.3	-1.5	6.2	-6.8	3.1
(10) CC(C)(C)NC(=O)NC(=O)CSc1n[nH]c(-c2ccccc2Br)n1
  1.3	-1.1	3.8	-2.0	0.2	-0.1	-5.2	-26.5	8.1
(11) NNC(=O)CNC(c1ccccc1)c1cc(Br)ccc1NC(=O)c1ccc(Br)cc1 (configuration not stated)
  -4.0	5.5	5.8	-2.4	-7.7	0.2	3.1	-24.8	2.9
(12) Cc1cn(S(=O)(=O)c2ccc(Br)c3ccccc23)cn1
  3.8	27.3*	-21.9	0.1	-3.7	1.4	-29.2	-5.9	1.8
(13) N/C(=N\c1nc2ccccc2o1)NC(=O)c1ccccc1NC(=O)c1ccccc1
  -0.1	1.8	-6.8	-1.5	0.3	1.1	-1.0	-2.1	13.3
(14) COC(=O)c1[nH]c2ccccc2c1NC(=O)C(C)N1CC(C)OC(C)C1 (configuration not stated)
  -1.5	.	-17.9	4.8	-2.2	1.5	-17.2	-8.2	-4.6
(15) O=S(=O)(Nc1cccc(C(F)(F)F)c1)c1cccnc1
  0.9	1.6	8.8	0.9	-2.5	0.2	8.8	-22.8	4.4
(16) COC(=O)Cn1c(=NC(=O)c2cc(OC)cc(OC)c2)sc2cc(OC)ccc21
  -4.0	-2.4	-21.2	-1.1	8.3	2.6	-5.4	0.3	1.7
(17) C[n+]1ccc(CC2C(=[N+]([O-])[O-])C=Nc3ncnn32)cc1 (configuration not stated)
  -5.2	7.0	15.8	-1.3	-5.0	-0.7	7.5	-6.0	-0.5
(18) CC(C)N(C(=O)c1ccc2nc(-c3ccccc3)c(-c3ccccc3)nc2c1)C(C)C
  0.4	-8.9	8.9	-5.4	-9.1	0.1	-3.8	-8.7	7.9
(19) O=C1/C(=N\S(=O)(=O)c2cccs2)C([n+]2cccc(Cc3ccccc3)c2)=C([O-])c2ccccc21
  5.4	.	2.9	-7.8	-8.4	0.8	-10.9	-18.1	1.8
(20) N#Cc1ccc(C(=O)CSc2n[nH]c(=O)n2Cc2ccco2)cc1
  -4.0	.	-19.2	3.0	-1.6	0.1	-14.1	-8.0	4.2
(21) CCn1c(CC(=O)Nc2ccccc2OC)nnc1SCC(=O)Nc1ccccc1F
  2.4	1.2	6.3	2.0	-3.2	-1.3	6.0	-7.2	9.0
(22) COc1ccc2[nH]c(=O)c(CN(C(=O)C3CCCO3)c3ccc(C)cc3)cc2c1 (configuration not stated)
  -1.8	-0.9	-0.5	-0.9	5.1	0.4	-4.2	-22.9	0.1
(23) COc1ccccc1C(OC(=O)c1cccs1)C(=O)NCC1CCCO1 (configuration not stated)
  -1.6	-3.2	3.5	-1.1	-7.5	-2.0	2.1	-3.1	4.8
(24) Cn1c(-c2cccs2)[n+](C)c2ccccc21
  48.8*	-2.3	-16.2	0.0	-8.5	1.1	2.8	-22.1	32.2*
(25) CCc1nc(NCCO)c(C#N)c2c1CSC(C)(C)C2
  -3.3	.	22.4	6.4	-3.6	-0.3	6.4	5.9	1.2
(26) CCC(C)NC(=O)c1cn(-c2cccc(C)n2)cn1 (configuration not stated)
  -2.9	0.9	9.7	1.0	-0.2	-0.8	6.0	-4.5	1.6
(27) C/C(=N\NC(=O)CCc1ccc(S(=O)(=O)N2CCOCC2)cc1)c1ccc(Br)cc1
  0.7	-1.8	-10.7	-1.6	-12.6	4.2	8.4	-1.5	3.7
(28) O=C(COc1ccc2c3c(c(=O)oc2c1)CCC3)NC1CCCCC1
  -2.5	3.6	1.9	2.0	2.9	2.0	0.0	-7.2	2.9
(29) Cc1ccc(OCc2nc(C#N)c(NCCCn3ccnc3)o2)cc1
  1.7	0.9	-21.5	0.3	-2.6	-0.5	-0.7	-5.7	0.7
(30) Cc1ccccc1NC(=O)C1CC(=O)n2ncnc2N1 (configuration not stated)
  -1.2	.	1.2	3.8	-6.6	-0.3	-10.2	0.2	-1.3
(31) O=S(=O)(NCc1ccc2c(c1)OCO2)c1cccc(S(=O)(=O)N2CCOCC2)c1
  -4.0	-3.9	-1.1	-0.8	-1.3	1.0	-7.0	-3.6	2.5
(32) O=C(CCNC(=O)c1ccc(Br)o1)NCc1ccccc1Cl
  1.3	0.6	-13.4	.	-2.0	1.2	-6.6	4.2	0.9
(33) Cc1ccc(NC(=S)NC(NC(=O)c2ccco2)C(Cl)(Cl)Cl)cc1 (configuration not stated)
  1.7	7.8	15.5	3.5	-1.2	-1.0	11.5	-6.6	2.5
(34) Oc1ccccc1Oc1c(F)c(F)nc(N2CCCC2)c1F
  -2.9	-1.9	-8.4	1.3	3.9	2.4	10.1	-14.6	5.5
(35) c1cc(-c2noc(CC3CCCCC3)n2)ccn1
  1.7	2.5	-16.9	-0.5	-4.6	0.5	-7.0	4.8	4.4
(36) COc1ccc(N2CCN(C(c3ccco3)c3sc4nc(C)nn4c3O)CC2)cc1 (configuration not stated)
  5.0	-5.0	-35.8	-1.8	-2.6	1.3	-0.9	14.7	8.8
(37) CCOC(=O)N1CCN(C(=O)CSc2nnc(-c3ccc(C)c(C)c3)o2)CC1
  -3.5	5.3	0.7	-0.3	-7.8	2.7	-7.9	-20.5	4.9
(38) COCc1[nH]nc2c1C1(CCC3(CC1)OCCO3)C(C#N)=C(N)O2
  -2.8	3.4	7.0	-1.2	3.8	0.2	-0.7	-13.8	2.6
(39) COc1cc(/C=N/Nc2ncnc3sc4c(c23)CCC4)ccc1O
  1.1	-2.9	-21.4	9.4	11.4	1.0	7.5	-8.5	5.6
(40) CCCn1nc(C(=O)NCCN2CCOCC2)c2ccccc2c1=O
  3.9	-0.4	-8.0	-1.0	-2.0	1.5	-18.0	5.7	6.5
(41) CCCn1c(SCC(=O)c2c[nH]c3ccccc23)nnc1-c1ccncc1
  0.6	7.6	-4.8	1.0	-8.7	-0.2	-1.7	-8.4	4.8
(42) COC(=O)c1ccc(NC(=O)c2ccccc2SC)cc1
  0.1	2.9	-0.4	-0.9	-8.8	-0.2	2.3	-8.4	7.0
(43) CCN(CC)S(=O)(=O)c1c(OC)cc(C)c(Cl)c1C
  -0.8	-1.4	0.7	0.6	-4.6	6.2	2.4	5.8	2.0
(44) CCn1cc(C(=O)OCC(=O)N(C)Cc2ccccc2)c(=O)c2ccc(C)nc21
  -1.2	-3.6	11.7	-0.7	-1.8	-2.0	5.3	-10.5	3.5
(45) COc1ccc(C2=NOC(C(=O)N3CCN(c4ccccc4OC)CC3)C2)cc1 (configuration not stated)
  -1.9	3.5	-18.3	2.8	-1.8	0.0	-3.1	-11.5	4.9
(46) O=C(CN1CCN(Cc2ccccc2)CC1)Nc1ccccc1-c1ccccc1
  -1.2	5.9	4.5	-0.2	-1.4	-1.3	-0.3	-8.1	0.7
(47) O=C(Nc1ccsc1C(=O)NC1CCCCC1)c1ccccc1
  -2.6	5.8	-50.4	-1.0	2.1	-1.3	-10.6	-5.3	-0.4
(48) Cc1cc(C(=O)NCc2ccc(S(N)(=O)=O)cc2)c(C)o1
  -2.0	1.0	-10.0	0.7	-4.2	2.1	-13.4	-7.5	1.6
(49) O=C(CNS(=O)(=O)c1cccc2nsnc12)NCc1ccc(Cl)cc1
  4.0	-7.6	-11.2	-0.8	-14.7	0.0	9.6	-16.4	7.6
(50) CCN(Cc1ccccc1)C(=O)CSc1nc(C)cc(C)c1C#N
  2.1	5.6	-27.5	0.9	-2.0	-0.5	-5.5	-7.0	2.4
(51) CCn1c(SCc2nc3ccccc3[nH]2)nnc1-c1cccnc1
  -1.4	3.6	-0.4	1.3	-7.7	-0.6	-14.5	6.5	0.7
(52) CCOC(=O)c1ccc(NC(=O)c2ccc(NS(C)(=O)=O)cc2)cc1
  -2.6	-0.4	1.7	0.0	-4.3	-0.1	7.1	-14.5	5.3
(53) CCCn1c(N)c(Sc2ccc(Cl)cc2)c(=O)n(CCC)c1=O
  1.9	1.5	-19.3	0.9	0.1	1.1	-9.3	1.2	8.4
(54) Cc1cccc(N2C(=O)C3C4CC(=O)C(c5ccccc54)C3C2=O)c1C (configuration not stated)
  -4.3	-2.2	8.2	1.1	1.6	-0.5	-1.1	3.4	0.1
(55) COc1ccc(CN(CC(=O)NC2CCCCC2)C(=O)CCCC(=O)Nc2ccccn2)cc1
  -3.7	2.0	20.7	.	-0.6	-2.4	5.9	5.8	5.2
(56) Cc1ccc2nc(N3CCN(c4ccccc4)CC3)c(C=O)c(=O)n2c1
  3.2	-4.9	-13.0	7.0	-2.3	1.2	-22.5	-6.7	6.3
(57) CC(NS(=O)(=O)c1ccc(CCC(=O)N2CCN(C)CC2)cc1)c1ccccc1 (configuration not stated)
  -1.8	-2.4	13.2	0.0	-8.5	0.0	17.6	2.6	-0.6
(58) Cc1ccc(OCC(=O)Nc2ccc(C)c(S(=O)(=O)N3CCCCC3)c2)c([N+](=O)[O-])n1
  -1.4	-7.2	-7.2	-1.5	-5.2	2.4	3.0	-5.9	-1.4
(59) OC(C#CCN1CCOCC1)c1cccs1 (configuration not stated)
  -1.6	2.5	11.2	-1.6	-3.1	-2.5	5.8	2.5	3.1

Screens from PubChem BioAssay.
